Source: PubChem BioAssay
bIAP act = bovine intestinal alkaline phosphatase activators, primary screen, biochemical, bovine IAP, CDP-star luminescence | purified bovine IAP, 30 min; hits give high values; fold of DMSO-control signal, blank-subtracted | activation factor at 20 µM | 200,000 tested, 0.17% active | AID 1016, 2008;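 active = activation factor of 2 or more at 20 µM, a signal rise over negative controls twice the positive control's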
DTT redox prof = compounds producing H2O2 with reducing agent – biochemical, NIH compound library profiling, artefact control for MLSCN library redox annotation, primary screen; DTT-dependent redox cycling H2O2, phenol red/HRP absorbance; 100% = 100 µM peroxide control, 0% = buffer; activation, % at 10 µM; 200,000 tested, 0.03% active; AID 878, 2007;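 active = activation of at least 50% relative to the plate's high and low controls in the primary single-dose screen; inactive = activation below 50%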;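 note: compound incubated with DTT at 0.8 mM final as the reducing agent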
SRC2 TRFRET art = TR-FRET signal artefacts, primary screen, artefact control for PPARgamma SRC-2 agonist project, biochemical; TR-FRET ratio at 8 µM; TR-FRET artefact counter-screen; hits give high values; 200,000 tested, 0.4% active; in the data active = TR-FRET ratio above about 2000; note: inactives centre near 1500
PPARg SRC-3 ag = PPARgamma agonists recruiting SRC-3 coactivator, primary screen, biochemical; Peroxisome proliferator-activated receptor gamma (Homo sapiens), P37231; biochemical PPARgamma/SRC-3 coactivator recruitment assay; AID 731, 2007; 200,000 tested, 0.26% active; activation, % at 8 µM; in the data active = activation above about 23%;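 note: 0% = DMSO and 100% = reference agonist; some compounds past the cut are filed as inactive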
Target sequence (P37231 whole entry, looked up): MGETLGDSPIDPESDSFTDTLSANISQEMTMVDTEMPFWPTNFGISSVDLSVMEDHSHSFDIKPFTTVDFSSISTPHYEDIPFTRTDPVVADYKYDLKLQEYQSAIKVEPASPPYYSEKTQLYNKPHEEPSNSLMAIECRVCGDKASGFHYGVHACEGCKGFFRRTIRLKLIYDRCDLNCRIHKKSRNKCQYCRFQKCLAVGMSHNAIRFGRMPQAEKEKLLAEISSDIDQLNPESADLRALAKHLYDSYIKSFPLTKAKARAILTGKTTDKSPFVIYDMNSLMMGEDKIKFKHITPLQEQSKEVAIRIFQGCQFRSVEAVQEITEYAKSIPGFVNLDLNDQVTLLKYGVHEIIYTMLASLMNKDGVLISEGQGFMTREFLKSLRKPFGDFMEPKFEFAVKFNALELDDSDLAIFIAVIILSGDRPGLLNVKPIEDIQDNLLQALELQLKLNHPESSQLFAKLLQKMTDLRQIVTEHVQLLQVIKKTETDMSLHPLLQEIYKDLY
Lmaj promast = Leishmania major promastigote growth inhibition, primary screen; 200,000 tested, 9% active; inhibition, % at 10 µM; Leishmania major promastigotes, resazurin fluorescence viability; in the data active = inhibition above about 50%;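 note: promastigotes grown with compound for 44 hours at 28 °C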
ROMK primary = ROMK potassium channel modulators, primary screen, cell-based, thallium flux, MLSMR library; ATP-sensitive inward rectifier potassium channel 1 (Homo sapiens), P48048; Tet-inducible ROMK, thallium flux fluorescence; actives lie on both sides; B-score at 10 µM; 130,000 tested, 2% active; AID 1918, 2009;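 active = signal ratio slope over the read window, or its plate-corrected B-score, at least 3 SD from the plate mean, either direction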;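 note: B-score of the F/F0 ratio slope over 7 to 12 s after thallium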
Target sequence (P48048 whole entry, looked up): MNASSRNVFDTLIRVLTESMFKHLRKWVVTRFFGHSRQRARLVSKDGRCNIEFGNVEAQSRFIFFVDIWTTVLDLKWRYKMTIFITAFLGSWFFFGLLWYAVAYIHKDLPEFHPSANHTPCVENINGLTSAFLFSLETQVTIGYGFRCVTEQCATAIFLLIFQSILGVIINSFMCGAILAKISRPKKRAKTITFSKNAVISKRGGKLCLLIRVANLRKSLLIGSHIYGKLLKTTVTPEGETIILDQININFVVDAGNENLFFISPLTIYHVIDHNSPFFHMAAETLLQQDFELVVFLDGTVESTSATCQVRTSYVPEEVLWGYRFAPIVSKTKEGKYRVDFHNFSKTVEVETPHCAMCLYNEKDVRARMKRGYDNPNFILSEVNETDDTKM
TLR4-MyD88 BLA = inhibitors of TLR4-MyD88 association in cells, primary screen, cell-based, HeLa CL3-4, BLA complementation, FRET ratio; inhibition, % at 8.4 µM; Toll-like receptor 4 (Homo sapiens) + Myeloid differentiation primary response protein …; 200,000 tested, 0.18% active; HeLa CL3-4 TLR4/MyD88 BLA complementation; in the data active = inhibition above about 25%;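 note: 0% = vehicle and 100% = reference inhibitor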
PPARg SRC2 recr = agonists of PPARg-SRC-2 recruitment, primary screen, biochemical, HTS; activation, % at 8 µM; Peroxisome proliferator-activated receptor gamma (Homo sapiens), P37231; PPARgamma LBD-SRC-2 recruitment; 200,000 tested, 0.34% active; in the data active = activation above about 22%;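 note: 0% = vehicle and 100% = reference agonist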
S1P3 antagonist = S1P3 receptor antagonists, primary screen, cell-based. Sphingosine 1-phosphate receptor 3 (Homo sapiens), Q99500. 170,000 tested, 0.27% active. inhibition, % at 4.98 µM. CHO S1P3 NFAT-BLA reporter, FRET fluorescence, antagonist mode;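 active = inhibition above the plate cutoff, the mean inhibition of test wells on that plate plus 3 SD, cut at about 28% in these data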;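 note: cells challenged with S1P at its EC80 of 0.8 µM; blue over green emission ratio from cleaved BLA substrate after 4 h stimulation; 0% = S1P-stimulated wells and 100% = unstimulated DMSO-only wells; some compounds past the cut are filed as inactive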
bIAP inh = bovine intestinal alkaline phosphatase inhibitors, primary screen, selectivity assay for TNAP inhibitor project, biochemical, bovine IAP, CDP-star luminescence | alkaline phosphatase, intestinal [Bos taurus] | purified bovine IAP, 30 min | inhibition, % at 20 µM | 190,000 tested, under 10 active | AID 1019, 2008;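 active = over 50% inhibition of intestinal alkaline phosphatase at 20 µM in the single-dose screen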
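Assay system – bovine IAP enzyme · Quantity – bovine IAP at 1/65,000,000 final dilution · Detection – CDP-star luminescence signal · Times – 30 min reaction at room temperature · Also added – CDP-star substrate at 30 µM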
PPARg SRC1 recr = PPARgamma agonists recruiting SRC-1 coactivator, primary screen, biochemical; Peroxisome proliferator-activated receptor gamma (Homo sapiens), P37231; PPARgamma-SRC-1 coactivator recruitment biochemical assay; AID 631, 2007; activation, % at 8 µM; 200,000 tested, 0.41% active; in the data active = activation above about 19%;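 note: 0% = DMSO and 100% = reference agonist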
* marks the source's active call; other numbers are inactive results; / = not tested or not shown. Not all compounds are listed (hit frequency here may not be typical).

SMILES	bIAP act	DTT redox prof	SRC2 TRFRET art	PPARg SRC-3 ag	Lmaj promast	ROMK primary	TLR4-MyD88 BLA	PPARg SRC2 recr	S1P3 antagonist	bIAP inh	PPARg SRC1 recr
Cc1nn(Cc2ccccc2Cl)c(C)c1C(=O)OCC(=O)N1CC(C)OC(C)C1 (centres undefined)	0.9	0.3	1540	4	-7	/	0	-7	16	15	5
Cc1c(N)c(C)c([N+](=O)[O-])c(C)c1[N+](=O)[O-]	1	-0.3	1485	1	-10	0.28	-5	9	2	-3	-1
COc1ccc(-n2c(-c3ccco3)nc3ccccc3c2=O)cc1	1	-0.2	1625	4	-4	0.83	-7	2	1	5	3
CC(=O)Nc1ccccc1C(=O)C(=O)Nc1cccc(C(=O)N2CCC3(CC2)OCCO3)c1	1	-0.2	1597	2	-7	-0.22	1	-7	-12	0	0
O=C1NC(=O)N(c2ccc(F)cc2)C(=O)/C1=C/c1ccc2c(c1)CCCN2Cc1ccccc1	1	0.4	1595	0	8	/	-2	-2	0	-3	-3
O=C1NC(=S)N(Cc2ccco2)C(=O)/C1=C\c1cccs1	0.9	-0.5	1644	0	-5	1.2	-6	-6	-12	6	4
CC(C)Oc1ccc(Cc2c(O)[nH]c(=O)[nH]c2=O)cc1	1	2.8	1512	-8	-7	-0.14	-1	14	-57	4	2
Cc1c(NC(NC(=O)CF)C(Cl)(Cl)Cl)c(=O)n(-c2ccccc2)n1C (centres undefined)	1	-0.2	1596	0	-4	0.57	-5	6	-11	-3	6
O=C(c1cc(=O)[nH]c2ccc(Br)cc12)N1CCC2(CC1)OCCO2	0.9	2.0	1638	2	-2	/	-7	6	10	11	6
CN1CCN(c2cccc3c2C(=O)c2ccccc2C3=O)CC1	1	-0.6	1791	5	18	-0.86	-8	14	-23	2	12
Cc1cccc(C(O)(C(=O)NNC(=O)CN2CCN(C)CC2)c2cccc(C)c2)c1	2.3*	-0.1	1631	4	-6	/	-2	1	9	-129	-4
CN1CC2([N+](=O)[O-])CC=C(Cl)C([N+](=O)[O-])(C1)C2 (centres undefined)	1	-0.7	1553	3	-8	-0.23	-9	0	9	2	-6
CC1CCCN(c2ccc(C(=O)N3CCC4(CC3)OCCO4)cc2[N+](=O)[O-])C1 (centres undefined)	0.9	-1.3	1720	1	-3	1.1	-6	8	-9	12	12
O=C1CC(c2ccccc2)CC(O)=C1C=NCCN1CCN(C(=O)Cc2ccccc2)CC1 (centres undefined)	1	0.0	1775	11	-4	/	8	10	/	1	3
CN1C(=O)/C(=C\N2CCc3ccccc32)C(=O)NC1=S	0.7	0.1	1639	1	-5	0.8	1	1	-3	28	3
COC(=O)c1ccc(COc2cc(C)cc3oc(=O)c4c(c23)CCCC4)o1	1	0.2	1545	-4	14	-0.22	-6	-2	4	5	7
CCc1cc2c(s1)N(CC(=O)OC)C(=O)CN=C2c1ccccc1OC	1.1	0.0	1509	3	-4	0.55	-11	5	-7	-9	2
C[C@@H]1O[C@@H](O[C@H]2C[C@@H](O)[C@]3(CO)[C@H]4[C@H](O)C[C@]5(C)[C@@H](C6COC(=O)C6)CC[C@]5(O)[C@@H]4CC[C@]3(O)C2)[C@H](O)[C@H](O)[C@H]1O (some centres undefined)	1.1	-1.4	1533	0	-2	/	-3	11	-7	-9	10
CN1C(=O)C(Cc2cccs2)C(=O)N(C)C1=O	0.9	-0.4	1565	4	-5	/	2	7	11	6	0
COc1cc(/C=N/NP(=S)(c2ccccc2)c2ccccc2)ccc1O	0.9	-0.2	1591	6	81*	1.1	0	11	/	11	12

5 neighbouring entries from above, for reference:
SMILES	bIAP act	DTT redox prof	SRC2 TRFRET art	PPARg SRC-3 ag	Lmaj promast	ROMK primary	TLR4-MyD88 BLA	PPARg SRC2 recr	S1P3 antagonist	bIAP inh	PPARg SRC1 recr
COC(=O)c1ccc(COc2cc(C)cc3oc(=O)c4c(c23)CCCC4)o1	1	0.2	1545	-4	14	-0.22	-6	-2	4	5	7
CCc1cc2c(s1)N(CC(=O)OC)C(=O)CN=C2c1ccccc1OC	1.1	0.0	1509	3	-4	0.55	-11	5	-7	-9	2
C[C@@H]1O[C@@H](O[C@H]2C[C@@H](O)[C@]3(CO)[C@H]4[C@H](O)C[C@]5(C)[C@@H](C6COC(=O)C6)CC[C@]5(O)[C@@H]4CC[C@]3(O)C2)[C@H](O)[C@H](O)[C@H]1O (some centres undefined)	1.1	-1.4	1533	0	-2	/	-3	11	-7	-9	10
CN1C(=O)C(Cc2cccs2)C(=O)N(C)C1=O	0.9	-0.4	1565	4	-5	/	2	7	11	6	0
COc1cc(/C=N/NP(=S)(c2ccccc2)c2ccccc2)ccc1O	0.9	-0.2	1591	6	81*	1.1	0	11	/	11	12

(continued)
SMILES	bIAP act	DTT redox prof	SRC2 TRFRET art	PPARg SRC-3 ag	Lmaj promast	ROMK primary	TLR4-MyD88 BLA	PPARg SRC2 recr	S1P3 antagonist	bIAP inh	PPARg SRC1 recr
Cc1ccccc1-n1c(-c2ccc([N+](=O)[O-])cc2)nc2ccccc2c1=O	0.9	-0.1	1458	7	6	-0.29	0	6	7	8	3
O=C(c1cccc2ccccc12)C1CCCN(C2CCC2)C1 (centres undefined)	1	-1.3	1501	-3	74*	-0.26	11	-10	-3	2	7
Clc1ccc(C2N3CCCN23)c(Cl)c1 (centres undefined)	1	0.0	1778	-4	-5	0.81	8	1	/	4	0
O=C1NC(=O)C2(Cc3ccccc3N3CCCC32)C(=O)N1c1cccc(Cl)c1 (centres undefined)	0.9	-2.4	1586	0	-5	/	-3	7	-9	12	2
Cc1ccc(N(C)C(=O)Oc2ccc(C(=O)c3ccc(Cl)cc3)cc2)cc1	0.5	2.4	1594	2	0	/	-6	0	/	46	0
Cc1cccc(-n2c(O)c(C=NC34CN5CN(CN(C5)C3)C4)c(=O)[nH]c2=O)c1	1.3	-0.4	1636	1	-14	-0.28	7	-6	-1	-26	13
COC(=O)c1ccc(-n2c(C)nc3ccccc3c2=O)cc1	0.9	0.1	1395	-9	-6	-5.6e-05	5	-4	/	8	0
CCCC(C)n1[nH]c(=O)c2c1NC(=O)CSC2c1ccc(OC)cc1 (centres undefined)	0.8	0.1	1594	-4	-1	2.3*	3	9	/	18	-6
CC(NCc1ccc(Cl)cc1)C(O)c1ccccc1 (centres undefined)	1.1	1.8	1441	1	87*	/	-1	0	/	-6	-5
CN(C)c1ccc(/C=C/C=C2/C(=O)NC(=O)N(c3ccccc3)C2=O)cc1	0.7	-0.6	2441*	50*	96*	/	17	29*	-9	30	49*
CCn1cc(C(=O)N2CCC3(CC2)OCCO3)c(=O)c2cc(S(=O)(=O)N3CCCC3)ccc21	1.1	0.3	1500	1	-4	0.29	4	0	/	-6	1
O=C(O)c1ccc(Cl)nc1	1	0.1	1531	0	-5	-1.2	1	7	-13	0	2
CCn1c(O)c(C=Nc2ccc(S(N)(=O)=O)cc2)c(=O)n(CC)c1=S	0.8	-0.4	1590	4	-6	0.92	-5	2	-6	25	4
CN1CCC(N2CC3CC(C2)c2cccc(=O)n2C3)CC1 (centres undefined)	1	-0.9	1514	-2	-8	/	-7	18	-31	-2	4
CCOC(=O)c1ccc(N=Cc2c(O)n(-c3ccc(OC)cc3)c(=S)[nH]c2=O)cc1	1	0.1	1390	4	-2	-0.033	-3	2	-9	5	0
COC(=O)C(O)(c1ccc(NC(=S)NC(=O)c2ccc(Cl)cc2Cl)cc1)C(F)(F)F (centres undefined)	1	-0.6	1658	0	42	/	-5	11	-5	2	-5
O=[N+]([O-])c1ccc(N2CCCCC2)c2ncccc12	0.6	-0.4	1620	3	10	-0.86	3	3	0	40	4
CCCCn1c(O)c(C(C)=NC(C)c2ccccc2)c(=O)[nH]c1=O (centres undefined)	1	5.0	1719	13	12	/	3	6	3	-3	-3
Cc1cc(C)nc(NC2=NCCS2)n1	0.9	1.4	1390	2	-2	/	-2	5	/	6	0
O=C1NC(=O)C(=Cc2ccc(N3CCOCC3)o2)C(=O)N1	0.6	-1.6	1647	11	-6	/	4	4	1	42	5
C=CCC1(CN2CCCC2=O)C(=O)NC(=O)NC1=O	1	0.6	1504	13	-3	/	-12	2	/	5	7
CCCn1c(C)cc(C=O)c1C	1	-0.4	1675	2	-8	-0.036	5	-5	-9	4	4
NC(=O)CN1C2CCC1CC(NC(=O)C1CC1)C2 (centres undefined)	1	-0.1	1438	-11	0	0.78	-2	-10	-3	3	-2
CN1CCN(Cc2ccccc2C(F)(F)F)CC1	0.9	-1.5	1652	0	1	/	4	11	-13	9	9
CC(NC1=NCCS1)c1ccccc1 (centres undefined)	1	-0.2	1543	1	0	1.1	-10	-4	-3	4	2
Cn1c(O)c(/C=N/c2ncccn2)c(=O)n(C)c1=O	0.9	-0.1	1339	-5	78*	1.5	-7	-4	/	8	-2
COc1ccc(C2SCC(=O)Nc3c2c(C)nn3C2CCOC(C)(C)C2)cc1OC (centres undefined)	1.1	0.2	1317	-9	-3	-1.3	11	-3	/	-8	-4
CCCCn1c(O)c(C=NC2CC3CCC2(C)C3(C)C)c(=O)[nH]c1=O (centres undefined)	0.9	-0.2	1934	16	28	/	-5	-2	-5	11	1
COCCNC(=O)c1c(N)n(Cc2ccco2)c2nc3ccccc3nc12	1.1	2.1	1619	1	55*	/	9	2	/	-14	3
COc1ccccc1N1C(=O)NC(=O)/C(=C/c2ccc3c(c2)Cc2ccccc2-3)C1=O	1	0.1	1308	1	-4	0.39	5	-4	-8	5	0
COC(=O)C(O)(c1ccc(N(C)C)cc1)C(F)(F)F (centres undefined)	1	-0.2	1449	3	0	-0.29	-4	-9	-19	3	1
CNC(=O)Oc1cccc(-c2cn3cc(OC(=O)NC)ccc3n2)c1	1	2.7	1618	8	5	0.9	-4	3	-15	4	4
CCOc1ccc(-n2c(-c3cccs3)nc3ccccc3c2=O)cc1	1.1	-0.4	1474	4	-7	-0.0053	14	5	8	-10	-9
CCCCCCOc1ccc(CN2CCN(C)CC2)cc1	0.9	1.4	1520	-2	100*	/	11	4	-40	8	-1
Nc1ccc(Br)cc1C(=O)c1ccccc1	0.6	-0.1	1661	-2	-7	-1.2	-3	-6	-11	37	-2
CCCN1CCC2(CC1)NC(CO)(CO)CO2	1	1.1	1598	-3	0	/	6	0	-17	4	8
CCN1CCN(Cc2cc(Br)cc(OC)c2O)CC1	0.9	1.2	1474	1	8	0.12	-9	4	5	7	3
O[C@H]1C2CCC1C(N1CCCCC1)CC2 (some centres undefined)	1	0.2	1631	1	0	/	9	14	-19	4	2
CC(=O)Nc1ccc(OC(=O)N(C)C)cc1	1	0.4	1620	6	-1	/	2	-4	-9	-4	9
